TbREL1 primary – TbREL1 inhibition, primary screen; TbREL1 RNA ligation, FRET fluorescence; inhibition, % at 9.66 µM; actives 0.49% (n = 89,000); AID 1117264;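 active means inhibition above the mean inhibition across all screened compounds plus 3 SD, cut at about 11% in these data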;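 further: 0% = plate median of test wells and 100% = NSC42067 control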
Target sequence (P86926 whole entry, looked up): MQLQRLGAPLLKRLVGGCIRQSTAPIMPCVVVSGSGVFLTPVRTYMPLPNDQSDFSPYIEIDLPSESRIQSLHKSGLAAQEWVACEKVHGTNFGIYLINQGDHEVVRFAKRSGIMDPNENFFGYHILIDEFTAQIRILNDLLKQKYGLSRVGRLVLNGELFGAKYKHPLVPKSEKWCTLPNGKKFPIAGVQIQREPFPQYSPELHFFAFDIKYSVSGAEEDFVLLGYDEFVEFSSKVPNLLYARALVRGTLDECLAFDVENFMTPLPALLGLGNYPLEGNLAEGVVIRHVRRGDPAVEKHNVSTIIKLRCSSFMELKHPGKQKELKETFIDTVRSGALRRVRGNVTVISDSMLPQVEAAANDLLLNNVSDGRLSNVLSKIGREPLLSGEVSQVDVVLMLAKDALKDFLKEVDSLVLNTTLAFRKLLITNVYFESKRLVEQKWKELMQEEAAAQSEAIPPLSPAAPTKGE
Active calls of the source: *. This is a subset; rates above refer to the full screens.

TbREL1 primary	mol
-4	COc1ccc(C(=O)NCC(=O)OCc2ccc(Cl)cc2Cl)cc1OC
-9	CCn1c(N2CCN(C(=S)Nc3ccc(OC)cc3)CC2)nc2ccccc21
1	COc1ccc(N2C(=O)C3CCCN3C2c2ccccc2)cc1 (stereo unspecified)
1	Cc1cccc(C)c1NC(=O)Cn1nnc(-c2ccncc2)n1
-1	CC(=O)Nc1nnc(SCC(=O)N2CCN(Cc3ccccc3)CC2)s1
0	COc1ccc(NC(=O)CSc2nnc3ccc(-c4cccnc4)nn23)cc1OC
1	N#C/C(=C/c1ccco1)c1nc2ccccc2s1
5	COc1ccccc1C(CNc1ncccc1[N+](=O)[O-])N(C)C (stereo unspecified)
-3	c1coc(CNCc2cccs2)c1
0	CCOC(=O)c1ccc(NC(=O)c2nc[nH]c2C(=O)NCCNC(=O)c2[nH]cnc2C(=O)Nc2ccc(C(=O)OCC)cc2)cc1
2	Cc1ccc(C(=O)Nc2ccc3c(c2)C(=O)NC3=O)cc1
7	COc1ccc(C(O)(CC(C)C)C(CN2CCOCC2)c2ccccc2)cc1 (stereo unspecified)
-4	CCCC1CCC2(CCCN2CCOC(=S)Nc2ccccc2Cl)CC1 (stereo unspecified)
3	COc1ccc([C@@H]2CC(=O)[C@@H]3CN(S(=O)(=O)c4ccc(C)cc4)[C@H](c4cccc(Cl)c4)C[C@@H]3N2S(=O)(=O)c2ccccc2)cc1
-2	CC(C)NC(=S)NCc1cccs1
-1	CC(=O)C(C)Sc1nnc(-c2ccccc2F)n1C1CC1 (stereo unspecified)
2	CCC1SC(CC)C(=O)N(CC(=O)NCc2ccc(F)cc2)C1=O (stereo unspecified)
-2	CC(CNC1CCCCC1)OC(=O)c1ccc([N+](=O)[O-])cc1 (stereo unspecified)
0	O=C(Nc1ccccc1)Nc1ccccc1C(=O)NCCCN1CCOCC1
4	O=C1c2ccccc2C(=O)N1Cc1ccco1
1	O=c1c2nnn(-c3cccc(F)c3)c2ncn1Cc1ccccn1
1	CS(=O)(=O)N1CCc2cc(C(=O)Nc3cccc([N+](=O)[O-])c3)ccc21
0	CSc1ccc(-c2c(C#N)c(N)nc3c2CCCC3)cc1
-1	COc1ccc(OC)c(NC(=O)C2CCN(c3nc(C)cc(C)n3)CC2)c1
-2	O=C(CCC1CCCN(Cc2ccc3c(c2)OCCO3)C1)NCc1ccccc1F (stereo unspecified)
1	CNC(=O)COC(=O)CCC(=O)c1ccc(Cl)cc1
0	O=C(O)c1cccc(CSc2ncn[nH]2)c1
0	Cc1cc(C(=O)Nc2ccccn2)cs1
1	Cc1cc(C)cc(OC(=O)C23CCC(C)(C(=O)O2)C3(C)C)c1 (stereo unspecified)
6	O=C(NCCO)C(=O)NCC1OCCCN1S(=O)(=O)c1cc(F)ccc1F (stereo unspecified)
4	O=c1/c(=C\c2ccc3c(c2)OCO3)sc2n1CCCN=2
-2	COc1ccc(OCCC(=O)OCC(=O)NC(=O)NC(C)(C)C)cc1
1	O=C(CC1Oc2ccccc2NC1=O)NCCc1ccccc1 (stereo unspecified)
-1	COC(C(=O)NC1CCCCCCC1)c1ccccc1 (stereo unspecified)
-2	COc1cc(C2C(C#N)=C(N)Oc3cc(C)n(CC4CCCO4)c(=O)c32)cc2c1OCO2 (stereo unspecified)
0	O=C(Cc1ccc(S(=O)(=O)N2CCOCC2)s1)NNC(=O)c1ccccc1Cl
-2	O=C(CCC1N=C2c3ccccc3N=C(SCc3ccccc3Cl)N2C1=O)NCc1ccco1 (stereo unspecified)
-1	Fc1ccccc1OCCSc1nnnn1-c1ccccc1
-1	Cc1cc(C(=O)N2CCCCCC2)cs1
-4	COc1cccc(-c2c(-c3cc(OC)cc(OC)c3)n(C)c3ccc(-c4cnc(N5CCOCC5)nc4)cc23)c1
5	CN1CCN(/C=N/c2c(C#N)cnn2C)CC1
-3	CCOC(=O)N1CCN(C(=O)c2cc3c(=O)[nH]c4ccccc4c3s2)CC1
-3	CN(C)S(=O)(=O)n1cc(/C=C(\NC(=O)c2ccccc2)C(=O)NCCCN2CCOCC2)c2ccccc21
0	COC(C[C@@H]1O[C@@H]1C(=O)[C@H](C)OCc1ccccc1)OC
0	COc1ccc(NC(=S)NC2CCS(=O)(=O)C2)cc1 (stereo unspecified)
2	O=C(O)CC(CNS(=O)(=O)c1cccc2nsnc12)c1ccccc1 (stereo unspecified)
-2	COc1ccc(S(=O)(=O)N2CCCC(C(=O)NC3CCCCC3)C2)cc1 (stereo unspecified)
1	O=C(CN(Cc1ccc(F)cc1)C(=O)Cn1nnc2ccccc21)NCC1CCCO1 (stereo unspecified)
0	CC(=O)c1cccc(NS(=O)(=O)c2cc(OCC(N)=O)c(C)cc2Cl)c1
4	CN(C)C=Nc1nonc1-c1ccc(Cl)cc1
-4	O=C1CCCC(=O)N1c1ccc(NCCOCCO)c([N+](=O)[O-])c1
-2	COC(Cc1n[nH]c(=S)n1-c1ccccc1)OC
0	COc1ccc2oc(C(=O)OC/C(O)=C(\C#N)c3nc4ccccc4[nH]3)c(C)c2c1
0	CN1CCC(N(C)C(=O)c2ccc(Cl)c(S(=O)(=O)N3CCc4ccccc43)c2)CC1
3	O=C(Nc1ccc(F)cc1F)NC1CCCCCCC1
0	Cc1cc(C)nc(N/N=C/c2ccc(N3CCOCC3)cc2)n1
1	CC(C)(C)c1nc2c(s1)CCc1onc(-c3ccc(Br)cc3)c1-2
5	CC(Oc1ccccc1)c1ccnn1S(C)(=O)=O (stereo unspecified)
2	CCCNC(=O)Nc1ccc2c(c1)N(C)C(=O)c1ccccc1S2
2	O=C(COc1ccccc1)NCC(=O)N/N=C/c1ccc(Br)cc1

Additional structures follow.
TbREL1 primary	mol
0	Cc1ccc(NC(=O)C2C3CCCCC32)cc1[N+](=O)[O-] (stereo unspecified)
0	COC(=O)c1cccc(NC(=O)/C=C/c2ccc3c(c2)OCO3)c1
0	COc1ccc(CC(=O)OCC(=O)Nc2cc(S(=O)(=O)N3CCOCC3)ccc2N2CCCC2)cc1
0	CCOc1ccc(C(=O)NCC(=O)NC(C)c2ccc(-n3ccnc3)cc2)cc1OCC (stereo unspecified)
0	CC1CC(C)CN(C(=O)c2cccc(N3C(=O)c4ccccc4C3=O)c2)C1 (stereo unspecified)
-3	O=C1CCCC2=C1C(Cc1ccccc1)C1=C(CCCC1=O)O2
-2	Cc1noc(C)c1S(=O)(=O)N1CCC(C(=O)N2CCN(Cc3ccc4c(c3)OCO4)CC2)CC1
2	Cc1cc(C)cc(NS(=O)(=O)c2ccc(Oc3ncc(C(F)(F)F)cc3Cl)cc2)c1
1	C#Cc1ccc([C@@H]2C=C(C(=O)N3CCN(Cc4ccc5c(c4)OCO5)CC3)O[C@H](OCC)[C@H]2CCCO)cc1
-1	C=C(C)C(=O)Nc1cccc(C2=NOC3(C2)C[C@H](C(N)=O)N(C(=O)c2ccccc2)C3)c1 (stereo partly specified)
1	COc1cc(NC(=O)c2ccccn2)ccc1NC(=O)c1ccccc1Cl
-1	Cc1nn(CC(=O)NC(=O)c2ccccc2)c(C)c1[N+](=O)[O-]
5	O=C(/C=C(\Nc1cc(Cl)c(F)c(Cl)c1)c1ccccc1)c1ccccc1
-3	CCOC(=O)C1=NNC2(c3ccc(Cl)cc3)C(=O)N(c3ccc(C)cc3)C(=O)C12 (stereo unspecified)
2	COc1ccccc1N1CCN(C2CCCN(S(=O)(=O)c3ccccc3)C2)CC1 (stereo unspecified)
-1	Cc1ccc(C2SCCN2C(=O)c2ccc([N+](=O)[O-])cc2)cc1 (stereo unspecified)
0	C=CC[C@@H](CC(=O)N[C@H](CO)Cc1ccccc1)C(=O)N[C@@H](C)COC(=O)[C@@H](CC=C)Cc1ccc(F)cc1
-5	CCCC1(CCC)NC(=O)N(CC(=O)c2cc(C)n(-c3ccc4c(c3)OCO4)c2C)C1=O
0	Cc1ccc(C(=O)NCC(=O)OCCCn2c(=O)[nH]c3ccccc32)cc1
3	CC(C)Oc1ccccc1OCCCCn1cnc2ccccc2c1=O
-2	CSCCC(=O)NC1CCCN(CCc2ccccc2)C1 (stereo unspecified)
-2	O=C(COC(=O)Cc1ccc(F)cc1)NC1CCCCCC1
0	CN(CC(=O)Nc1ccccc1Cl)C(=O)COC(=O)c1cnccn1
-1	O=C(NCC1CCCN(C2Cc3ccccc3C2)C1)c1cccs1 (stereo unspecified)
-4	COC(=O)c1ccc2c(c1)N(C)CCS2
-3	CCOC(=O)c1coc(C(=O)OCC)c1C(=O)OCC
-1	O=C(CN(Cc1ccccc1Cl)C(=O)c1csnn1)NC1CCCC1
7	CCC1Sc2ccccc2N(CC(=O)NCc2ccccc2OC)C1=O (stereo unspecified)
0	Cc1csc(=NC(=O)c2ccccc2)n1C
-2	C[C@H]1[C@@H](OC(=O)NCc2ccc(Cl)c(Cl)c2)CC[C@@]23CCCN2C(=O)CCC[C@@H]13
-9	CC1=CC(C)(C)NC(=S)N1c1cccc(C)c1
2	CCOC(=O)c1cc(-c2ccc(F)cc2)nc2c1c(=O)[nH]c(=O)n2Cc1ccccc1
0	CCOC1=C2CN(S(=O)(=O)c3ccc(C)cc3)[C@H](c3ccccc3)C[C@H]2n2c(=O)n(-c3ccccc3)c(=O)n2C1
0	CC(=O)c1cccc(NC(=O)N2CCCC2C(=O)Nc2ccccc2C)c1 (stereo unspecified)
-5	S=C(NCc1ccco1)N1CCN(Cc2ccc(Cl)cc2Cl)CC1
-3	CCN(CC)Cc1cc(CCNC(=O)c2ccc(Cl)cc2)ccc1O
2	CCNC(=O)COC(=O)c1ccc(-n2nc(C)cc2C)cc1
4	COc1ccc(CCNC(=O)CSCc2ccc([N+](=O)[O-])cc2)cc1
6	CC1CCN(c2nc(CN3CCCCC3)nc3scc(-c4ccccc4)c23)CC1
2	Cc1ccc(N(CC(=O)NCc2ccncc2)S(C)(=O)=O)cc1Cl
-5	CCC(=O)N1c2ccc(S(=O)(=O)N3CCN(c4ccccc4Cl)CC3)cc2CC1C (stereo unspecified)
-4	O=C(CN1CCN(Cc2ccc(Cl)cc2)CC1)N/N=C/c1cccs1
-1	COc1ccc(C2C(C(=O)N3CCN(c4ccccn4)CC3)CCC(=O)N2c2cc(OC)c(OC)c(OC)c2)cc1 (stereo unspecified)
8	CC(C)(C)c1cc2cccnc2n1Cc1ccccc1
0	Cc1nc(N2CCCCC2C)c2nnn(Cc3ccccc3)c2n1 (stereo unspecified)
-2	CC(C)CCN1CCN(Cc2cccc(C(F)(F)F)c2)CC1CCO (stereo unspecified)
2	Cc1ccc(C(=O)OCC(=O)N(C)c2c(N)n(Cc3ccccc3)c(=O)[nH]c2=O)s1
0	CCN(CC)CCC(c1cc(OC)c(OC)c(OC)c1)c1c(OC)cc(OC)c2c(C)cc(=O)oc12 (stereo unspecified)
7	C(=N\Nc1nc(Nc2ccccc2)nc(N2CCOCC2)n1)/c1c[nH]c2ccccc12
3	C=CCn1c(C)cc(-c2csc(NC(=O)CCc3nc4ccccc4c(=O)[nH]3)n2)c1C
9	COC(=O)Cn1c2ccc(OC)cc2c2nc3ccccc3nc21
11	O=C(O)c1ccc(C2CCCCC2)cn1
-1	S=c1sc2c(N3CCOCC3)ncnc2n1-c1ccccc1
-2	O=C(CC1C[C@H](C(=O)N2CCOCC2)[C@@]2(CCC3CCCC3)c3[nH]c4ccccc4c3CCN2C1=O)NCCN1CCOCC1 (stereo partly specified)
5	CC(C)(C)OC(=O)N(CCc1ccccc1)Cc1ccccc1OCc1cccc(NC(=O)/C=C/c2ccccc2)c1
6	O=c1c(C/C=C/c2ccccc2)c(O)ccn1CCc1c[nH]c2ccccc12
-1	CCCCOC(=O)C1=C(C)Nc2ncnn2C1c1cc(OC)ccc1OC (stereo unspecified)
-1	O=C(Nc1nncs1)c1cc(S(=O)(=O)N2CCOCC2)ccc1Cl
-4	CN=c1scc(C)n1/N=C/c1ccc(O)cc1O
5	CN(C)CCNC(=O)C12CC3(C)CC(C)(CC(C)(C3)C1)C2
-1	CC(C)CCNC(=O)C1CCCN(C(=O)c2ccc3c(c2)NC(=O)CS3)C1 (stereo unspecified)

Reprinted at random: seven entries already listed, in no set order.
TbREL1 primary	mol
-4	CCCC1CCC2(CCCN2CCOC(=S)Nc2ccccc2Cl)CC1 (stereo unspecified)
-3	CCOC(=O)N1CCN(C(=O)c2cc3c(=O)[nH]c4ccccc4c3s2)CC1
0	O=C(Cc1ccc(S(=O)(=O)N2CCOCC2)s1)NNC(=O)c1ccccc1Cl
-1	CC(=O)C(C)Sc1nnc(-c2ccccc2F)n1C1CC1 (stereo unspecified)
4	COc1ccc(CCNC(=O)CSCc2ccc([N+](=O)[O-])cc2)cc1
2	CCNC(=O)COC(=O)c1ccc(-n2nc(C)cc2C)cc1
-3	CCN(CC)Cc1cc(CCNC(=O)c2ccc(Cl)cc2)ccc1O

Quoted from the listing:
TbREL1 primary, O=C(Nc1ccc(F)cc1F)NC1CCCCCCC1 is entered as 3
TbREL1 primary, CC(C)Oc1ccccc1OCCCCn1cnc2ccccc2c1=O is entered as 3
TbREL1 primary, CC(Oc1ccccc1)c1ccnn1S(C)(=O)=O (stereo unspecified) is entered as 5
TbREL1 primary, O=C(CN1CCN(Cc2ccc(Cl)cc2)CC1)N/N=C/c1cccs1 is entered as -4
TbREL1 primary, C=CC[C@@H](CC(=O)N[C@H](CO)Cc1ccccc1)C(=O)N[C@@H](C)COC(=O)[C@@H](CC=C)Cc1ccc(F)cc1 is entered as 0
TbREL1 primary, CCCC1CCC2(CCCN2CCOC(=S)Nc2ccccc2Cl)CC1 (stereo unspecified) is entered as -4
TbREL1 primary, CSCCC(=O)NC1CCCN(CCc2ccccc2)C1 (stereo unspecified) is entered as -2

Reformatted tab-delimited: part of the list above.
SMILES	TbREL1 primary
CCN(CC)Cc1cc(CCNC(=O)c2ccc(Cl)cc2)ccc1O	-3
CCNC(=O)COC(=O)c1ccc(-n2nc(C)cc2C)cc1	2
COc1ccc(CCNC(=O)CSCc2ccc([N+](=O)[O-])cc2)cc1	4
CC1CCN(c2nc(CN3CCCCC3)nc3scc(-c4ccccc4)c23)CC1	6

High-throughput results deposited in PubChem BioAssay by The Scripps Research Institute Molecular Screening Center.
